Imprint erasure – induces erasure of genomic imprints in mouse ES cells. actives 0.02% (n = 110,000). mouse ES Peg3-LacZ reporter, beta-gal luminescence, 40 h. Potency, µM (series often up to 60.7 µM), for the others: at the top dose activity change, positive = activation, hits mostly activators;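 note: 0% = negative control wells on the plate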
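Gelatin-coated wells received 300 freshly trypsinized female ES cells with a Peg3LacZ-Neo reporter on the maternal allele, then incubated 40 hours at 37C. BetaGlo was added for 5 minutes at room temperature before a single luminescence read.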
IkB signaling – suppresses IkB signaling in ABC-DLBCL reporter cells. ABC-DLBCL IkBa-CBG/CBR dual luciferase ratio, 4 h; response scale: scaled: untreated 0%, proteasome inhibitor 100%. Potency, µM (series often up to 57.1 µM), without a hit: top-dose IkBa stabilization activation. actives 0.04% (n = 110,000); active = well fitted curve in the direction sought with a large enough effect in the signal ratio, not every such curve was filed as active; inconclusive = small, poorly fitted or top-dose-only effect, or a change in a side signal; the % refers to the signal ratio;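 note: the direction sought is a rising ratio; 0% = basal untreated cells and 100% = reference inhibitor full response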
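Curves were fitted separately to fusion (green), unfused (red) and ratio luminescence, then classed by r2, magnitude and activity. Cells: OCI-Ly3, 4 h compound plus doxycycline at 37C; 10 uM MG-132 defined full response.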
p53ts 39C kill – p53ts cell cytotoxicity, nonpermissive temperature; H1299-p53A138V viability at 39C, ATP luminescence, 24 h; actives 1.5% (n = 130,000); Potency, µM (top dose mostly 46.1 µM), without a hit: at the highest dose activity change, negative = cell killing, actives largely listed as cytotoxic; note: nearly all actives have a fitted effect of over 55% in size
p53ts 32C kill – kills p53ts cells at the permissive temperature. H1299-p53A138V at 32C, ATP luminescence viability, 24 h. Potency, µM (doses to about 46.1 µM), for inactives: top-dose activity change, negative = cytotoxicity, actives largely listed as cytotoxic. actives 0.93% (n = 130,000). AID 924;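 note: 0% = DMSO and -100% = full killing by reference compound; nearly all actives have a fitted effect of over 55% in size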
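H1299-p53 A138V cells (temperature-sensitive p53) exposed 24 h to up to 46 uM compound at 32C, where p53 is wild-type in conformation. Viability read as ATP luminescence and normalised to DMSO and 100 uM tamoxifen. AC50 fitted with the Hill equation.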
Starred values were filed as active, the others as inactive; [ ] = remark or other dose. Unless noted, calls come from the whole dose curve; as a rule, active = well fitted curve in the direction sought with a large enough effect; inconclusive = small, poorly fitted or top-dose-only effect, or another doubt; inactive = no such curve, though single readings can be large; an effect the other way counts as inactive or inconclusive. Unless noted, % is set by controls: 0 for no effect and ±100 for the full control effect; potency is the fitted concentration of half-maximal effect. No enrichment for hits; any-hit rate near 1.7%.

Cc1noc(C)c1S(=O)(=O)Nc1c(C)n(C)n(-c2ccccc2)c1=O was read as Imprint erasure -12%, IkB signaling 0.8%, p53ts 39C kill -5% and p53ts 32C kill 0%.
`Cc1c(C(=O)NCc2cccnc2)oc2ccc(S(=O)(=O)N3CCCC(C)C3)cc12` (stereo unspecified) gave Imprint erasure -3%, IkB signaling 4.8%, p53ts 39C kill -10% and p53ts 32C kill -21%.
For COC(=O)c1ccccc1NC(=O)c1cc(-c2ccc(OC)c(OC)c2)on1 the results were Imprint erasure 9%, IkB signaling inconclusive, p53ts 39C kill -7% and p53ts 32C kill 13%.
CCCC(c1nnnn1CS(=O)(=O)c1ccc(C)cc1)N1CCN(c2ccccc2)CC1 (stereo unspecified) was read as Imprint erasure -11%, IkB signaling -1.2%, p53ts 39C kill -14% and p53ts 32C kill -3%.
CC(NC(=O)Cn1cnc2c1c(=O)n(C)c(=O)n2C)c1ccccc1 (stereo unspecified) was read as Imprint erasure -4%, IkB signaling 0.3%, p53ts 39C kill 4% and p53ts 32C kill 6%.
`O=c1cc(C(F)(F)F)oc2c1ccc1ccccc12` gave p53ts 39C kill -1% and p53ts 32C kill -5%.
For Cc1cc2oc(C(=O)NCCc3ccc(S(N)(=O)=O)cc3)cc(=O)c2cc1C the results were Imprint erasure 27%[10.9 µM], IkB signaling -1.4%, p53ts 39C kill -6% and p53ts 32C kill 2%.
COC(=O)c1sc2cnccc2c1N was read as Imprint erasure -12%, IkB signaling -1.9%, p53ts 39C kill -11% and p53ts 32C kill -14%.
For O=C1c2ccccc2C(=O)N1CCSc1ncn[nH]1 the results were p53ts 39C kill 13% and p53ts 32C kill -6%.
CCOc1ccc(CNC(=O)c2ccc3c(c2)c(C)c(C)n3C)cc1 was read as Imprint erasure 9%[10.9 µM], IkB signaling 4.8%, p53ts 39C kill -5% and p53ts 32C kill 6%.
For Cc1noc(C)c1CSc1nnc2scc(-c3ccc(Cl)cc3)n12 the results were Imprint erasure -1%, IkB signaling -0.2%, p53ts 39C kill -15% and p53ts 32C kill 1%.
CCOc1ccc(-c2nnn(CCC(=O)O)n2)cc1OC was read as Imprint erasure -7%, IkB signaling inconclusive, p53ts 39C kill 8% and p53ts 32C kill 1%.
`COc1ccc2[nH]cc(CCNc3nc(-c4c(C)noc4C)nc4ccccc34)c2c1` gave Imprint erasure -24%, IkB signaling -6.9%[11.4 µM], p53ts 39C kill inconclusive and p53ts 32C kill -27%.
`C=CCc1cccc2cc(C(=O)N(CC)CC)c(=O)oc12` gave Imprint erasure -9%, IkB signaling 2.3%, p53ts 39C kill 0% and p53ts 32C kill -1%.
`c1ccc(CSc2nnc(-c3ccco3)c(-c3ccco3)n2)cc1` gave Imprint erasure 23%, IkB signaling inconclusive, p53ts 39C kill -1% and p53ts 32C kill 0%.
COc1cccc(CNC(=O)C(=O)NCC(c2cccs2)S(=O)(=O)c2ccccc2)c1 (stereo unspecified) was read as Imprint erasure -10%[10.9 µM], IkB signaling 9.7%, p53ts 39C kill -2% and p53ts 32C kill 4%.
For Cn1cccc1C(=O)N1CCC2(CCCN(c3ccccn3)C2)CC1 the results were IkB signaling -0.6%[11.4 µM], p53ts 39C kill -4% and p53ts 32C kill -7%.
Screening O=C(Nc1ccc(Oc2ccccc2)cc1)C1CCN(S(=O)(=O)c2ccccc2)CC1 returned Imprint erasure -16%[10.9 µM], IkB signaling inconclusive, p53ts 39C kill -18% and p53ts 32C kill 3%.
`COc1ccc(S(=O)(=O)C(C#N)c2nc3ccccc3nc2N2CCC(C)CC2)cc1` (stereo unspecified) gave Imprint erasure -4%, IkB signaling -4.9%, p53ts 39C kill 10% and p53ts 32C kill 4%.
Screening COc1ccc(CN2CCCCCC2)c(C)c1C returned Imprint erasure -32%[inhibitor], IkB signaling 2.6%, p53ts 39C kill 1% and p53ts 32C kill -7%.
Screening CCn1c(C(=O)N2CCC(C(=O)NCCc3ccccc3)CC2)cc2sccc21 returned Imprint erasure -10%[10.9 µM], IkB signaling -2.1%, p53ts 39C kill 2% and p53ts 32C kill -4%.
`COC(=O)c1c(C)sc(-c2c(-c3ccc(OC)c(F)c3)[nH]c3c2c(=O)n(C)c(=O)n3C)c1O` gave Imprint erasure -3%[10.9 µM], IkB signaling -1.0%, p53ts 39C kill -6% and p53ts 32C kill -4%.
`COc1ccc(-c2noc(CNS(=O)(=O)c3ccc(Br)cc3)n2)cc1OC` gave Imprint erasure -6%[10.9 µM], IkB signaling inconclusive, p53ts 39C kill -11% and p53ts 32C kill -5%.
For CCS(=O)(=O)NCC(c1cccnc1)N1CCN(c2ccccc2OC)CC1 (stereo unspecified) the results were Imprint erasure -7%, IkB signaling 2.1%, p53ts 39C kill -5% and p53ts 32C kill 2%.
For CNC(=O)Nc1ccccc1NC(=O)NC the results were Imprint erasure -4%, IkB signaling 1.0%, p53ts 39C kill 4% and p53ts 32C kill 0%.
`O=[N+]([O-])c1ccc(O)c(/C=N/n2cnnc2)c1` gave p53ts 39C kill 9% and p53ts 32C kill 6%.
For Clc1ccccc1Cc1cn2cc(-c3ccccc3)nc2s1 the results were Imprint erasure -19%[10.9 µM], IkB signaling inconclusive, p53ts 39C kill 3.2µM* and p53ts 32C kill inconclusive.
Cc1ccc(-c2nn3c(=O)cc(CN4CCN(C(=O)c5ccc(C(C)(C)C)cc5)CC4)nc3s2)cc1 was read as Imprint erasure 8%[10.9 µM], IkB signaling 0.2%, p53ts 39C kill 3% and p53ts 32C kill 2%.
`COCCOC(=O)c1[nH]c2c(c1C)C(=O)CC(c1ccc(F)cc1)C2` (stereo unspecified) gave Imprint erasure -25%, IkB signaling -1.3%, p53ts 39C kill -3% and p53ts 32C kill 10%.
Cc1oc(-c2ccc(C(=O)NCc3ccc(Cl)cc3)cc2)nc1CS(=O)(=O)c1ccccc1 was read as Imprint erasure 4%[10.9 µM], IkB signaling -0.6%, p53ts 39C kill 13% and p53ts 32C kill 10%.

8 compounds already listed, ordered by molecular weight, falling:
Cc1ccc(-c2nn3c(=O)cc(CN4CCN(C(=O)c5ccc(C(C)(C)C)cc5)CC4)nc3s2)cc1 was read as Imprint erasure 8%[10.9 µM], IkB signaling 0.2%, p53ts 39C kill 3% and p53ts 32C kill 2%.
`COC(=O)c1c(C)sc(-c2c(-c3ccc(OC)c(F)c3)[nH]c3c2c(=O)n(C)c(=O)n3C)c1O` gave Imprint erasure -3%[10.9 µM], IkB signaling -1.0%, p53ts 39C kill -6% and p53ts 32C kill -4%.
Screening CCn1c(C(=O)N2CCC(C(=O)NCCc3ccccc3)CC2)cc2sccc21 returned Imprint erasure -10%[10.9 µM], IkB signaling -2.1%, p53ts 39C kill 2% and p53ts 32C kill -4%.
For CCS(=O)(=O)NCC(c1cccnc1)N1CCN(c2ccccc2OC)CC1 (stereo unspecified) the results were Imprint erasure -7%, IkB signaling 2.1%, p53ts 39C kill -5% and p53ts 32C kill 2%.
`COCCOC(=O)c1[nH]c2c(c1C)C(=O)CC(c1ccc(F)cc1)C2` (stereo unspecified) gave Imprint erasure -25%, IkB signaling -1.3%, p53ts 39C kill -3% and p53ts 32C kill 10%.
For Clc1ccccc1Cc1cn2cc(-c3ccccc3)nc2s1 the results were Imprint erasure -19%[10.9 µM], IkB signaling inconclusive, p53ts 39C kill 3.2µM* and p53ts 32C kill inconclusive.
Screening COc1ccc(CN2CCCCCC2)c(C)c1C returned Imprint erasure -32%[inhibitor], IkB signaling 2.6%, p53ts 39C kill 1% and p53ts 32C kill -7%.
For CNC(=O)Nc1ccccc1NC(=O)NC the results were Imprint erasure -4%, IkB signaling 1.0%, p53ts 39C kill 4% and p53ts 32C kill 0%.

The list continues.
Screening COCCn1c(SCC(=O)Nc2sc(C)c(C)c2C#N)nnc1-c1ccc(OC)cc1 returned Imprint erasure -4%, IkB signaling 1.1%, p53ts 39C kill -3% and p53ts 32C kill -2%.
For COCCOc1ccc(C(F)(F)F)cc1NC(=O)COC(=O)c1c(C)noc1C the results were Imprint erasure -17%, IkB signaling 1.3%, p53ts 39C kill -4% and p53ts 32C kill -9%.
COc1ccccc1NC(=O)C1=C(C)Nc2nc(-c3cccs3)nn2C1c1cccnc1 (stereo unspecified) was read as Imprint erasure -5%, IkB signaling -1.2%, p53ts 39C kill 5% and p53ts 32C kill 0%.
`Cc1cc(C)c2c(NC(=O)c3ccccc3)c(C(=O)Nc3ccc(F)cc3)sc2n1` gave Imprint erasure -11%[10.9 µM], IkB signaling 1.8%, p53ts 39C kill -21% and p53ts 32C kill -3%.
`CC(=O)c1cc(OC(=O)N2CCOCC2)ccc1OC(=O)N1CCOCC1` gave Imprint erasure -6%, IkB signaling -3.3%, p53ts 39C kill -8% and p53ts 32C kill -2%.
`COc1ccc(-n2c(/C=C/c3cccc4ccccc34)nc3ccccc3c2=O)cc1Cl` gave Imprint erasure -9%[10.9 µM], IkB signaling inconclusive, p53ts 39C kill inconclusive and p53ts 32C kill 0%.
`COCCCNC(=O)CSc1ccc(Cl)cc1` gave Imprint erasure -8%, IkB signaling -0.1%, p53ts 39C kill 9% and p53ts 32C kill -2%.
Screening Cc1ccc(-c2nc(C#N)c(NCc3cccc4c3OCO4)o2)cc1 returned Imprint erasure -16%, IkB signaling inconclusive, p53ts 39C kill 0% and p53ts 32C kill 9%.
`COc1ccc(C(=O)c2c[nH]c3ccccc23)cc1` gave Imprint erasure -26%, IkB signaling 0.0%, p53ts 39C kill 10µM* and p53ts 32C kill 7.9µM*.
Screening O=C(NCC(=O)N(c1ccccc1F)C(C(=O)NCC1CCCO1)c1ccccc1)c1ccco1 (stereo unspecified) returned Imprint erasure 1%, IkB signaling 0.2%, p53ts 39C kill 9% and p53ts 32C kill 2%.
For CC1CN(c2nc3c(c(=O)[nH]c(=O)n3C)n2Cc2ccccc2F)CC(C)O1 (stereo unspecified) the results were Imprint erasure -5%, IkB signaling 0.6%, p53ts 39C kill -10% and p53ts 32C kill 5%.
`Clc1ccc(C2=Nn3c(nnc3-c3n[nH]c4c3CCC4)SC2)cc1Cl` gave Imprint erasure -16%, IkB signaling 5.7%, p53ts 39C kill 13µM* and p53ts 32C kill 48%[activator].
For CC(C)c1cc(Nc2cccc(O)c2)cc(C(C)C)c1O the results were Imprint erasure -22%, IkB signaling inconclusive, p53ts 39C kill 2% and p53ts 32C kill 3%.
Cc1cccc(CCNC(=O)CCS(=O)(=O)c2cc3c(cc2C)NC(=O)CO3)c1 was read as Imprint erasure -10%[10.9 µM], IkB signaling -1.1%, p53ts 39C kill -2% and p53ts 32C kill 2%.
For CC(=O)Nc1ccc(S(=O)(=O)N2CCN(CCC#N)CC2)cc1 the results were Imprint erasure -7%, IkB signaling -0.3%, p53ts 39C kill 7% and p53ts 32C kill -4%.
CCOc1ccc2oc(=O)cc(CN3CCN(C(=O)c4cccc(Cl)c4)CC3)c2c1 was read as Imprint erasure -4%[10.9 µM], IkB signaling inconclusive, p53ts 39C kill -22% and p53ts 32C kill 2%.
Screening N=c1oc2ccccc2cc1-c1nc(-c2ccc(Cl)cc2)cs1 returned p53ts 39C kill -12% and p53ts 32C kill 0%.
CCC(C)OC(=O)/C(C#N)=C/c1ccc(-c2ccc(Br)cc2)o1 (stereo unspecified) was read as Imprint erasure -8%[10.9 µM], IkB signaling -0.5%, p53ts 39C kill -18% and p53ts 32C kill inconclusive.
For COc1ccccc1-c1c(C)nn2c(N3CCN(c4ccccc4)CC3)cc(C)nc12 the results were Imprint erasure -19%[10.9 µM], IkB signaling inconclusive, p53ts 39C kill 2% and p53ts 32C kill -8%.
For O=C(NCc1ccccc1)c1ccc2c(c1)N(Cc1ccccc1)C(=O)c1ccccc1S2(=O)=O the results were Imprint erasure 10%[10.9 µM], IkB signaling 0.6%, p53ts 39C kill -3% and p53ts 32C kill 6%.
Screening Cc1nc2ccn(Cc3ccccc3)c(=O)c2cc1C(=O)Nc1ccc(F)cc1Cl returned Imprint erasure -12%[10.9 µM], IkB signaling 2.8%, p53ts 39C kill 19% and p53ts 32C kill -6%.
For Cc1ccc(CN2C(=O)C(O)(CC(=O)c3ccc(C)cc3)c3ccccc32)cc1 (stereo unspecified) the results were Imprint erasure -25%[10.9 µM], IkB signaling inconclusive, p53ts 39C kill -14% and p53ts 32C kill 7%.

Bioassay records: PubChem BioAssay, National Center for Advancing Translational Sciences (NCATS)
